PKA-R2B act – activates the human PKA-R2B holoenzyme complex; PKA-R2B holoenzyme dissociation, Cy5-IP20 fluorescence polarization; R2B truncated from residue 108, S112A mutant; 0% DMSO only, 100% 113 µM cGMP; activation, % at 11.4 µM; actives 0.079% (n = 340,000);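 active means activation above a cutoff set at the mean over all compounds plus 3 SD, cut at about 18% in these data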;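 further: higher means more holoenzyme dissociation and a rise in polarization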
Target sequence (P31323 whole entry, looked up, other chains not shown, the tested form may be a part): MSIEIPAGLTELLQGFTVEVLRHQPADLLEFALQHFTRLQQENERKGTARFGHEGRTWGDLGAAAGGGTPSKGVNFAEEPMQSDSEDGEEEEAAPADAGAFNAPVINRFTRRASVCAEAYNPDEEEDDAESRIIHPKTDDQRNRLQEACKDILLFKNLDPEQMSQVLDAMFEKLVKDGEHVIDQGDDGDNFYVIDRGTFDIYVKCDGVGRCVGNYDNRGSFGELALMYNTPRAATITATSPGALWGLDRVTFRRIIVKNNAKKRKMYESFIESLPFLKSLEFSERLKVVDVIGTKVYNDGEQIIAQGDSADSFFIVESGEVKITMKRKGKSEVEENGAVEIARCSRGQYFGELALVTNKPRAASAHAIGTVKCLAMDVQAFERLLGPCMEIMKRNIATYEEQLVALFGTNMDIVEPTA
Pemphigus Ab inh – inhibitors of pemphigus antibody binding to human desmoglein-3; P32926; DSG3-coupled beads, scFv-anti-DSG3-GFP binding, flow cytometry; active compounds read low; binding (percent of control), % at 10 µM; actives 0.48% (n = 310,000); AID 588358;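 active means binding more than 3 SD below its plate's average and above zero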;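 further: hits lower antibody fragment binding to DSG3; some compounds called inactive have numbers as strong as hits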
HTR5A inv ag – HTR5A inverse agonism, opioid heterodimer counter-screen. P47898. HTR5A cell line, luminescence. inhibition, % at 9.3 µM. actives 0.083% (n = 340,000); in the data active means inhibition mostly above about 23%, no sharp cut-off; inactive means mostly below about 18%;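 further: 0% = cells with DMSO and 100% = no-cell wells with DMSO; some compounds called inactive have numbers as strong as hits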
Target sequence (P47898 whole entry, looked up): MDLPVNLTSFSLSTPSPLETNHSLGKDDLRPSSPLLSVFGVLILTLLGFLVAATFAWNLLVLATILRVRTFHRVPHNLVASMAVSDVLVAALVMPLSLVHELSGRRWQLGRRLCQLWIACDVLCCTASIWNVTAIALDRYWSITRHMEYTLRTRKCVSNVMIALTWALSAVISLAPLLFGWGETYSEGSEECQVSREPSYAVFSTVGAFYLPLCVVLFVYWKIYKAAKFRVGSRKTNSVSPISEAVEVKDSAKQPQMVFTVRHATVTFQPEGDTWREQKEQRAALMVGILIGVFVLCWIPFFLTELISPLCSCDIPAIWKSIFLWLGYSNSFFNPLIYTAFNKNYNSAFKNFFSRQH
MOR-DOR inv ag – mu-delta opioid heterodimer inverse agonism; P35372+P41143; cell-based MOR-DOR heterodimer luminescence; inhibition, % at 9.3 µM; actives 0.21% (n = 340,000); AID 504357; in the data active means inhibition above about 22%, passing the limit was not always enough;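 further: 0% = cells with DMSO and 100% = wells without cells with DMSO; values of inactives mirror those of a sister screen read the other way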
PKA-R1A act – activators of PKA-R1A complex. AID 504707. PKA-R1A dissociation, Cy5-IP20 fluorescence polarization; scaled: DMSO 0%, 113 µM cGMP 100%. P00514+P68181. activation, % at 11.4 µM. actives 0.083% (n = 340,000);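 active means percent activation above the mean of all tested compounds plus 3 SD, cut at about 19% in these data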;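 further: higher means more PKAc released from R1A so a rise in polarization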
HTR5A ag – activates human HTR5A in OPRM1-OPRD1 agonist counter-screen; P47898; HTR5A agonist assay, luminescence, cell-based; activation, % at 9.3 µM; actives 0.61% (n = 340,000); in the data active means activation mostly above about 9.5%, no sharp cut-off; inactive means mostly below about 7.6%;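 further: 0% = cells with vehicle only and 100% = reference agonist; strong numbers were not always called active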
Arr AP2 block – inhibitors of human beta-arrestin and AP2 interaction; FITC-arrestin peptide / GST-AP2 beads, flow cytometry; AP2 beta2 appendage carries R879A mutation; actives 0.31% (n = 340,000); inhibition, % at 10 µM; AID 504490;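 active means inhibition above a set limit, near 3 SD of compounds lacking own fluorescence, cut at about 54% in these data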;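 further: plate controls were DMSO wells for no effect and 5 µM unlabelled arrestin peptide for full effect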
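System: GST-AP2 R879A bound to glutathione beads, E. coli-expressed. Also added: 50 nM FITC-arrestin peptide. Schedule: compound with beads 12 min RT, then probe 1 h RT. Signal: bead flow cytometry, FITC channel. Read-out basis: percent response.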
DAGLB inh – blocks human DAGLB lipase activity. HEK293T DAGLB membrane lysate, EnzChek fluorogenic substrate. inhibition, % at 5.17 µM. actives 0.059% (n = 340,000). AID 504411; in the data active means inhibition above about 34%;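 further: 0% = enzyme with vehicle and 100% = wells lacking enzyme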
V-ATPase pHluor – alters yeast V-ATPase proton transport. S. cerevisiae, pHLuorin cytosolic pH fluorescence. response, % at 10 µM. actives 0.37% (n = 350,000). AID 504577; in the data active means response mostly above about 7.3%, no sharp cut-off; inactive means mostly below about 5.4%; further: actives read high; inactives centre near 0; some compounds called inactive have numbers as strong as hits; reference of the scale not given here
OPRM1-OPRD1 ag – OPRM1-OPRD1 heterodimerization agonism. P35372+P41143. cells, luminescence. activation, % at 9.3 µM. actives 0.3% (n = 340,000). AID 504326; in the data active means activation above about 18%;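 further: 0% = vehicle-treated cells and 100% = reference agonist; values of inactives mirror those of a sister screen read the other way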
Starred values were filed as active, the others as inactive; . = no result given.

SMILES	PKA-R2B act	Pemphigus Ab inh	HTR5A inv ag	MOR-DOR inv ag	PKA-R1A act	HTR5A ag	Arr AP2 block	DAGLB inh	V-ATPase pHluor	OPRM1-OPRD1 ag
Cc1cccc(CN2CCN(Cc3cccc4nonc34)CC2CCO)n1 (configuration not stated)	0	96	3	-13	-7	-1	11	-1	0	2.2
CCC(C)(C)n1nnnc1C(c1cc(OC)c(OC)c(OC)c1)N1CCN(c2ccccc2)CC1 (configuration not stated)	15	107	3	0	-4	-1	5	-1	2	0.0
COc1cccc(C2CC(c3ccc(C)cc3)Nc3nc(N)nn32)c1 (configuration not stated)	0	106	15	12	4	-5	4	1	0	-2.3
C=CCC[C@@H](Cc1ccc(F)cc1)C(=O)OC[C@@H](Cc1c[nH]c2ccccc12)NC(=O)[C@@H](CC=C)CC(=O)N[C@@H](CO)Cc1ccccc1	0	132	-22	-22	2	6	5	1	2	4.8
O=C1CC(c2ccc(F)c(Br)c2)C2=C(CCCC2=O)N1 (configuration not stated)	9	101	6	1	0	-2	3	0	-2	-0.3
CC(C)CC(=O)NC(=S)Nc1cccc(NC(=O)c2ccccc2Cl)c1	-10	99	24	16	-3	-3	8	0	1	-2.9
CN(C)CCCN(C(=O)c1cc(Cl)sc1Cl)c1nc2cc3c(cc2s1)OCO3	-2	108	14	0	1	-1	28	-4	-2	0.1
Cc1nn(CCOc2ccc(Br)cc2)c(C)c1[N+](=O)[O-]	-1	105	-18	-2	-10	2	-3	-2	1	0.4
CCN(CC)Cc1c(C(=O)N/N=C/c2cccc(OCc3ccc(F)cc3)c2)nnn1-c1nonc1N	-7	100	9	-2	1	-2	0	-3	-3	0.3
Cc1ccc(C(=O)NC2c3ccccc3-c3ccccc32)cc1	-8	91	13	7	-4	3	-7	-4	3	-1.4
Cc1cccc(C(=O)Oc2ccc(/C=N/O)cc2)c1	-5	100	16	-20	-15	1	-7	-7	1	3.5
O=C(CSc1nnc(-c2ccc3c(c2)OCCO3)o1)N1CCCC1	12	.	17	-12	6	-2	-10	-4	4	2.6
CCN(CC)C(=O)C1=C(C)N(Cc2ccc(C(C)(C)C)cc2)C(=O)C(CC(=O)NC2CCCCC2)C1 (configuration not stated)	2	111	.	.	6	.	.	-4	0	.
CCC(C)C(NC(N)=O)C(=O)Nc1ccc(S(=O)(=O)Nc2ccc(OC)cc2)cc1 (configuration not stated)	4	80	-18	14	-5	7	-4	0	3	-2.7
COc1ccc(/C=C/C(=O)Nc2sc(Cc3ccccc3)c(C)c2C(N)=O)cc1	6	20	3	-13	10	10	3	0	-15	2.5
CC(C)c1ccc(CNc2ccc(N3CCOCC3)cc2)cc1	-8	.	-1	-7	-13	2	26	9	-4	1.3
COCCN(C(=O)c1ccc2c(c1)C(=O)N(c1ccccc1Cl)C2=O)c1c(N)n(CC(C)C)c(=O)[nH]c1=O	5	99	20	14	-12	2	-11	2	4	-3.6
O=C(CSc1ncn[nH]1)N1CCN(S(=O)(=O)c2ccccc2)CC1	6	78	13	9	-8	-5	12	-5	-5	-1.6
C=CCn1cnc2c(oc3ccccc32)c1=O	-6	118	-15	13	-8	4	10	0	-2	-2.8
CCOC(=O)c1sc2nc3c(SCCC(=O)O)cc(C(=O)c4cc(OC)ccc4O)cn3c(=O)c2c1C	-3	55*	-9	5	0	4	9	-4	6	-0.9
Cc1cc2oc(=O)cc(CSc3nnc(C)n3N)c2cc1C(C)C	-15	123	14	-1	-5	1	12	-1	-2	0.1
CCc1ccc(N(C(=O)c2csnn2)C(C(=O)NC(C)(C)CC)c2ccccn2)cc1 (configuration not stated)	0	95	-6	11	15	-2	12	0	-2	-2.2
Cc1cccc(NC(=O)CNC(=O)c2ccc3nc[nH]c3c2)c1C	-11	100	11	-23	-16	3	-10	0	0	3.5
C=CCNC(=O)CN1CCC(c2nc3ccccc3[nH]2)CC1	-1	109	-21	13	2	0	6	1	0	-2.6
CCOc1ccc(/C=N/N2CCN(Cc3ccccc3)CC2)cc1	-4	116	-19	6	-3	7	2	-5	0	-1.2
CCc1c(C2(O)CCCCC2)[nH]c2ccc(C(F)(F)F)cc12	-18	105	-43	-57	-1	-1	-3	-7	0	11
CCN(Cc1ccccc1)S(=O)(=O)c1cc(C(=O)NC2CCCCCC2)ccc1OC	-4	95	14	9	-10	-5	18	-3	3	-1.5
O=C(CCN1CCN(c2ccccc2F)CC1)Nc1ccccc1Cl	-3	106	-32	-4	1	8	14	-4	0	0.8
COc1ccc2c(C(=O)CN3CCSCC3)c[nH]c2c1	-6	120	19	13	-4	3	3	1	-1	-2.5
Cc1c(NC2(C#N)CCCCC2)c(=O)n(-c2ccccc2)n1C	5	105	-18	-9	0	6	13	-3	-2	1.8

Of the compounds above, these contain a halogen:
SMILES	PKA-R2B act	Pemphigus Ab inh	HTR5A inv ag	MOR-DOR inv ag	PKA-R1A act	HTR5A ag	Arr AP2 block	DAGLB inh	V-ATPase pHluor	OPRM1-OPRD1 ag
C=CCC[C@@H](Cc1ccc(F)cc1)C(=O)OC[C@@H](Cc1c[nH]c2ccccc12)NC(=O)[C@@H](CC=C)CC(=O)N[C@@H](CO)Cc1ccccc1	0	132	-22	-22	2	6	5	1	2	4.8
O=C1CC(c2ccc(F)c(Br)c2)C2=C(CCCC2=O)N1 (configuration not stated)	9	101	6	1	0	-2	3	0	-2	-0.3
CC(C)CC(=O)NC(=S)Nc1cccc(NC(=O)c2ccccc2Cl)c1	-10	99	24	16	-3	-3	8	0	1	-2.9
CN(C)CCCN(C(=O)c1cc(Cl)sc1Cl)c1nc2cc3c(cc2s1)OCO3	-2	108	14	0	1	-1	28	-4	-2	0.1
Cc1nn(CCOc2ccc(Br)cc2)c(C)c1[N+](=O)[O-]	-1	105	-18	-2	-10	2	-3	-2	1	0.4
CCN(CC)Cc1c(C(=O)N/N=C/c2cccc(OCc3ccc(F)cc3)c2)nnn1-c1nonc1N	-7	100	9	-2	1	-2	0	-3	-3	0.3
COCCN(C(=O)c1ccc2c(c1)C(=O)N(c1ccccc1Cl)C2=O)c1c(N)n(CC(C)C)c(=O)[nH]c1=O	5	99	20	14	-12	2	-11	2	4	-3.6
CCc1c(C2(O)CCCCC2)[nH]c2ccc(C(F)(F)F)cc12	-18	105	-43	-57	-1	-1	-3	-7	0	11
O=C(CCN1CCN(c2ccccc2F)CC1)Nc1ccccc1Cl	-3	106	-32	-4	1	8	14	-4	0	0.8

New compounds follow
SMILES	PKA-R2B act	Pemphigus Ab inh	HTR5A inv ag	MOR-DOR inv ag	PKA-R1A act	HTR5A ag	Arr AP2 block	DAGLB inh	V-ATPase pHluor	OPRM1-OPRD1 ag
Brc1ccc(Nc2nc(-c3cccnc3)cs2)cc1	-13	87	-6	-9	7	2	28	-3	-2	2.0
O=C(c1ccccc1)N1CCCCC1	2	103	27	3	-4	5	0	-5	1	-0.5
CCN1CCN(CCCNC(=O)CN2C(=O)c3cccnc3Oc3ccc(Cl)cc32)CC1	3	.	4	6	-6	2	4	2	2	-1.1
CC(C)(C)OC(=O)N1CCC(c2c(C(=O)NCC3CCN(C4CCCC4)C3)cnn2-c2ccccc2)CC1 (configuration not stated)	-2	101	12	12	-5	-3	-25	2	3	-2.3
CCn1nc([N+](=O)[O-])c(C(C#N)c2nc3cc(C(F)(F)F)ccc3s2)c(Cl)c1=O (configuration not stated)	-15	96	1	31*	4	-1	18	60*	-6	-5.8
C=CCN1C(=O)C2(/C(=C(\O)c3ccc4c(c3)OCCO4)C(=O)C(=O)N2CCCOC)c2ccccc21 (configuration not stated)	4	.	-42	12	-9	-1	4	0	1	-2.1
CCCOc1ccc(C2C(C(=O)c3cc4ccccc4o3)=C(O)C(=O)N2c2cc(C)on2)cc1OC (configuration not stated)	-7	.	-5	5	-9	1	-2	13	-1	-1.0
CC(=O)c1cccc(NC(=O)Nc2cccs2)c1	-9	109	-32	-18	-7	9	2	2	-2	3.3
COC(=O)c1ccc(CC(=O)c2nc3ccccc3s2)cc1	-10	111	-11	3	-6	4	-9	-3	6	-0.5
CC1CCN(S(=O)(=O)c2ccc(NC(=O)Cc3ccccc3)cc2)CC1	-4	106	-11	-14	-9	4	2	-5	-2	2.5
COc1ccc(-n2ncc3c(NCc4cccs4)ncnc32)cc1	0	103	-3	-8	0	1	5	-5	2	1.4
Cc1ccc(C(=O)NCC(=O)OCC(=O)NCCNC(=O)COC(=O)CNC(=O)c2ccc(C)cc2)cc1	-6	103	-10	15	9	4	-15	0	-1	-2.9
COc1ccc(NC(=O)CN2CCC(NC(=O)c3ccc(OC)cc3)CC2)cc1	5	111	-19	7	-4	2	31	-2	3	-1.4
CCC(=O)NC(c1ccccc1Cl)c1c(O)ccc2ccccc12 (configuration not stated)	-10	98	6	21	2	5	-1	3	-2	-4.1
COc1ccc(Nc2ncc3c(n2)CC(c2ccc(C)cc2)CC3=O)cc1 (configuration not stated)	-2	96	7	10	11	3	-7	-3	-2	-2.0
CC(C)(C)NCc1ccccc1OCc1cccs1	-10	105	22	5	-6	3	0	2	5	-0.9
COc1ccccc1NC(=O)CSc1ncnc2c1oc1ccccc12	-10	95	-2	5	-1	1	-15	-2	1	-1.0
CN(C)C=Nc1ncc2c3ccccc3n(Cc3ccccc3)c2c1C#N	-9	.	11	20	-12	0	-8	-1	-5	-4.9
c1csc(-c2nn3cnnc3c3ccccc23)c1	-15	101	-5	6	-9	2	12	-1	1	-1.1
O=C(O)CC1C(=O)NCCN1Cc1ccc(F)c(F)c1 (configuration not stated)	1	102	3	12	10	-1	15	-3	-1	-2.0
ON(Cc1c(F)cccc1Cl)Cc1c(F)cccc1Cl	-4	104	2	35*	-1	-4	37	-7	-2	-7.0

Assay outcomes from PubChem.

Hits appear at their usual frequency; about 2.4% have a hit in one of these screens.
